Screens (PubChem)
Rpn11 inh: inhibitors of human proteasome Rpn11 | O00487 | human 26S proteasome, Ub4-pepOG fluorescence polarization; 20S core pre-blocked with epoxomicin | calls only at 20 µM | hit rate 0.59% among 360,000;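 active = inhibition at 20 µM, scaled to each plate's controls, above about 33%, limit read from the data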
Scp1 inh: inhibitors of human Scp-1 phosphatase | Q9GZU7 | Recombinant Scp1, phosphopeptide, malachite green phosphate absorbance | inhibition, % at 20 µM | hit rate 0.88% among 340,000 | AID 493091;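 active = inhibition above about 50% at 20 µM, limit read from the data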;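 also: plate controls were DMSO wells with enzyme for no effect and wells lacking enzyme for full effect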
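assay system = SCP-1 phosphatase catalytic domain, residues 76-261 | buffer or medium = 50 mM Tris acetate pH 5.5, 0.005% Tween-20, 10 mM MgCl2 | incubation = enzyme reaction 45 min at room temperature, colour 5 min, stabilisation 30 min | signal = Phosphate-binding colour reagent, absorbance read at 630 nm | measure = % inhibition at 20 µM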
STEP inh: STEP (human) phosphatase inhibition. P54829. inhibition, % at 20 µM. hit rate 0.25% among 360,000. AID 588621. recombinant STEP, OMFP fluorogenic substrate, fluorescence;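 active = inhibition at 20 µM, scaled per plate between control wells, above about 37%, limit read from the data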;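 also: 0% = DMSO with enzyme and substrate and 100% = substrate only without enzyme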
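Also added – OMFP at 25 µM · Test system – STEP tyrosine phosphatase · Technique – FITC-channel fluorescence of OMFP product · Schedule – 20 min at room temperature, dark · Evaluation – control-normalized % inhibition with plate pattern correction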
NadD inh: NadD (S. aureus) enzyme inhibition. purified NadD enzyme, colorimetric absorbance read-out. inhibition, % at 20 µM. hit rate 0.78% among 360,000; in the data active = inhibition above about 26%; also: some compounds past the cut are filed as inactive
DNMT1 inh: DNMT1 (human) enzyme inhibition; P26358; DNMT1 molecular beacon, Hinp1I cleavage, fluorescence; inhibition (reported as % activation of signal), % at 10 µM; hit rate 0.83% among 360,000; AID 588458; in the data active = inhibition above about 50%
Target sequence (P26358 504-1616 limits assumed): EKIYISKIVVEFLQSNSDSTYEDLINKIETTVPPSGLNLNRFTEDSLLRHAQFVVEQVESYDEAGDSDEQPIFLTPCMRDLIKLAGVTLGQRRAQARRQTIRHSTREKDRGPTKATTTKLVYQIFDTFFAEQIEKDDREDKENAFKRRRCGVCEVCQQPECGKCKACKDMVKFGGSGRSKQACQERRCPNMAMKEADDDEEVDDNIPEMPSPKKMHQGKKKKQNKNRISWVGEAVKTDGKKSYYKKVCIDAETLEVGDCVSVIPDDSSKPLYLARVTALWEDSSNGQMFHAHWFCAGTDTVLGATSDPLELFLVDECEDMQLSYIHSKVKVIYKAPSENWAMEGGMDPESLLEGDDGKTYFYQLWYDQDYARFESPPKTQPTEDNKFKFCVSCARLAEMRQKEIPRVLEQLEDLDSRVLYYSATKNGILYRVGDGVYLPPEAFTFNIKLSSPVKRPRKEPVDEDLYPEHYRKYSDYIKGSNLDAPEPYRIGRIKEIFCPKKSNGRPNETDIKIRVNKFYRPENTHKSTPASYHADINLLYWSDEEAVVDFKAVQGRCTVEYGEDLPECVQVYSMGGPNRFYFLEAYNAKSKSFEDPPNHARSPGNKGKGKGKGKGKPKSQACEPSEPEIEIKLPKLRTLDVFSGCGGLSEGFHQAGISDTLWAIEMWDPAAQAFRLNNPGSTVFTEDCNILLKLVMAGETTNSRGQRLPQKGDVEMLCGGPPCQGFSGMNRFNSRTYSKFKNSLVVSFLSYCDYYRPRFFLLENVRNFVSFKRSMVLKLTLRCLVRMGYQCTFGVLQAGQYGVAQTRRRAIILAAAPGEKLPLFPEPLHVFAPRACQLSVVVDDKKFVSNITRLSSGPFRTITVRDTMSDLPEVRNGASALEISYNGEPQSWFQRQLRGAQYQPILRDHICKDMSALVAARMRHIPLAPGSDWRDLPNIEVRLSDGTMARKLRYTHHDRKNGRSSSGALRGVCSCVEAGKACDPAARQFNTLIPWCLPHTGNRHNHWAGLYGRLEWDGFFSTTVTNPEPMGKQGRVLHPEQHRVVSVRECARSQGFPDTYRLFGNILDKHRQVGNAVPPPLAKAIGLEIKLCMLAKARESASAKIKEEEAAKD
SUMO1 PPI mod: alters human SUMO1 binding to SIM partners. P63165. SUMO1 binding to a labelled peptide, TR-FRET, 1 h. inhibition, % at 20 µM. hit rate 0.33% among 360,000; in the data active = inhibition above about 37%
CSN deneddyl inh: inhibitors of human CSN-mediated cullin deneddylation; Q92905; Purified CSN, SCF-Nedd8-OG deneddylation, fluorescence polarization; inhibition, % at 12.5 µM; hit rate 0.38% among 360,000;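 active = pattern-corrected inhibition above about 35%, with an unprinted fluorescence ratio check between 0.5 and 1.5, limit read from the data, passing the limit was not always enough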;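 also: 0% = enzyme with substrate and 100% = substrate without enzyme; some results filed as inactive read as strong as hits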
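Test system: Human Csn5 produced in HEK293T cells | Compound: 12.5 µM single point | Times: 90 min, room temperature | Signal: Fluorescence polarization readout | Read-out basis: % inhibition of substrate cleavage by Csn5 | Controls: no-enzyme wells high, enzyme-with-substrate wells low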
TbMetRS inhib: blocks T. brucei methionyl-tRNA synthetase activity. purified T. brucei MetRS, ATP depletion, Kinase-Glo luminescence. inhibition, % at 11.9 µM. hit rate 0.4% among 360,000;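 active = inhibition above a per-plate cutoff of the control wells' mean inhibition plus 3 SD, cut at about 5.5% in these data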;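 also: 0% = DMSO wells median and 100% = median of wells with control inhibitor compound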
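Material – parasite MetRS enzyme · Medium – HEPES-MgCl2-KCl buffer plus DTT, spermine, BSA, pyrophosphatase · Reagent – ATP, methionine and E. coli bulk tRNA substrates · Times – 15 min enzyme-compound preincubation, 2 h reaction, 10 min detection, 25 °C · Measured by – luminescence of leftover ATP · Evaluation – percent inhibition relative to median high and low control wells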
LMPTP block: LMPTP (human) inhibition. hit rate 0.22% among 360,000. inhibition, % at 20 µM. AID 651560. P24666. recombinant LMPTP-A, OMFP fluorogenic substrate, fluorescence intensity;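 active = compounds that cut the enzyme signal by at least half of the control window in the single-dose screen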;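 also: plate controls were DMSO wells with enzyme plus substrate for no effect and substrate without enzyme for full effect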
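Assay system: LMPTP-A, protein tyrosine phosphatase of low molecular weight / Medium: pH 6.0 Bis-Tris buffer with DTT and Triton X-100 / Schedule: 50 min enzyme reaction at room temperature, protected from light / Measured by: endpoint fluorescence intensity from OMFP dephosphorylation / Read-out basis: % inhibition relative to no-enzyme and uninhibited control wells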
MLLE-PAM2 inh: blocks PAM2 peptide binding to the PABP1 MLLE domain; GST-MLLE / FITC-PAM2 fluorescence polarization; hit rate 0.36% among 360,000; inhibition, % at 20 µM; AID 588489; P11940; in the data active = inhibition above about 35%, passing the limit was not always enough;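 also: plate controls were DMSO wells with GST-MLLE for no effect and wells lacking GST-MLLE protein for full effect; some results filed as inactive read as strong as hits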
* = called active by the depositor; i = inactive; x = not tested or not shown.

Values run as follows: Rpn11 inh, Scp1 inh, STEP inh, NadD inh, DNMT1 inh, SUMO1 PPI mod, CSN deneddyl inh, TbMetRS inhib, LMPTP block, MLLE-PAM2 inh
- O=c1oc2ccc(C#CC3(O)CCCCC3)cc2cc1-n1cc(-c2ccccn2)nn1
→ i, -3, 2, 5, 9, -7, -1, -0.3, -2.4, -5
- COc1cc(C(=O)Nc2sc(C(=O)N3CCOCC3)c(C)c2C#N)cc(OC)c1OC
→ i, -5, -6, -2, 1, 0, -1, -0.9, -1.4, -1
- CSCCC1NC(=O)N(CC(=O)N2N=C(c3ccc(Cl)cc3)CC2c2ccco2)C1=O (stereo not drawn)
→ i, -5, 2, 4, -5, -7, -1, 0.1, 0.9, 6
- COC1=CC(=O)[C@@]2([C@@H]1O)[C@@H](Cl)C[C@]13C(OC)=C(OC)C(=O)C[C@]21CCN3C
→ i, -8, 0, -5, -5, -1, 1, -0.2, 0.1, -2
- COc1ccc2[nH]c3c(=O)n(CCN4CCOCC4)cnc3c2c1
→ i, -7, 0, -5, 5, -2, -2, -1.2, 4.6, 6
- CCCC(C(=O)NC1CCCC1)N(Cc1ccccc1Cl)C(=O)c1snc(C(N)=O)c1N (stereo not drawn)
→ i, -7, 2, -2, 34, -6, 4, 0.0, 1.7, -1
- Cc1c(CCC(=O)O)c(=O)oc2c(C)c(OCc3cc4c(cc3Cl)OCO4)ccc12
→ i, 59*, 94*, 14, 2, 81*, 18, -0.3, 77*, -1
- CCn1cc(C(=O)NC(C)CCc2ccccc2)c(=O)c2cc(S(=O)(=O)N(C)C)ccc21 (stereo not drawn)
→ i, -8, -1, -1, -1, 2, 4, -0.6, -0.9, -3
- CCOc1cc(-c2c(C)c(C)nc(N)c2C#N)ccc1O
→ i, -6, -2, 1, 0, -1, -1, -0.9, 0.4, -2
- CC(=O)N1c2ccc(S(=O)(=O)NCC3CCC(C(=O)NCc4ccc(C)o4)CC3)cc2CC1C (stereo not drawn)
→ i, -6, -2, 0, 2, -4, -3, -0.1, -0.2, -4
- Cc1ccc(N2CC(C(=O)Nc3c4c(nn3C(C)(C)C)CS(=O)(=O)C4)CC2=O)cc1C (stereo not drawn)
→ i, 1, -1, -6, 2, 3, -1, -0.3, -0.2, -1
- CC(C)OC(=O)CSc1nc(N)c(C#N)c(-c2ccco2)c1C#N
→ i, -2, -2, 2, -8, 3, 11, -1.1, 0.8, -35
- CN(C)CCCN=Cc1c(-c2ccccc2)[nH]n(-c2nc3ccccc3s2)c1=O
→ i, -9, -1, 2, -4, 1, -11, -0.4, -9.7, 1
- O=C(CN(C1CCCCC1)S(=O)(=O)c1ccc(Cl)cc1)NCc1cccnc1
→ i, -4, 3, -4, -4, -3, -1, 0.2, -1.4, -2
- COC(=O)c1cc2c(n(Cc3ccccc3)c1=O)CCCC2=O
→ i, -8, -1, -2, 2, -1, -5, -1.0, -0.9, 4

Whole records, looked up by structure:
`CSCCC1NC(=O)N(CC(=O)N2N=C(c3ccc(Cl)cc3)CC2c2ccco2)C1=O` (stereo not drawn) across the screens: Rpn11 inh = i; Scp1 inh = -5; STEP inh = 2; NadD inh = 4; DNMT1 inh = -5; SUMO1 PPI mod = -7; CSN deneddyl inh = -1; TbMetRS inhib = 0.1; LMPTP block = 0.9; MLLE-PAM2 inh = 6
`COc1ccc2[nH]c3c(=O)n(CCN4CCOCC4)cnc3c2c1` across the screens: Rpn11 inh = i; Scp1 inh = -7; STEP inh = 0; NadD inh = -5; DNMT1 inh = 5; SUMO1 PPI mod = -2; CSN deneddyl inh = -2; TbMetRS inhib = -1.2; LMPTP block = 4.6; MLLE-PAM2 inh = 6

The results go on.
Values run as follows: Rpn11 inh, Scp1 inh, STEP inh, NadD inh, DNMT1 inh, SUMO1 PPI mod, CSN deneddyl inh, TbMetRS inhib, LMPTP block, MLLE-PAM2 inh
- CCOc1ccc2[nH]cc(C(=O)O)c(=O)c2c1
→ i, -4, -2, 4, 2, -2, -4, -0.5, -0.3, 7
- Cc1ccc2nc(N3C(=O)C(O)=C(C(=O)c4ccc(C)o4)C3c3ccco3)sc2c1 (stereo not drawn)
→ i, 4, 5, 26, 36, -5, 19, -0.4, 9.9, -7
- O=C(NCC1CCCO1)c1nn2c(C(F)(F)F)cc(-c3cccs3)nc2c1Cl (stereo not drawn)
→ i, -1, 0, -4, 2, 0, 6, -0.4, 0.4, -24
- COc1ccccc1CNC(=O)COC(=O)c1cc(C)oc1C
→ i, -1, -1, 3, 3, -1, -9, -0.9, -0.8, -9
- Cc1cc(=O)n(Cc2ccccc2)c2ccccc12
→ i, -14, -2, -3, 4, 5, -1, -0.9, -0.3, 29
- COc1ccccc1N1C(=O)CC(N2CCN(c3ccc(F)cc3)CC2)C1=O (stereo not drawn)
→ i, 3, -5, -3, 17, 4, -3, -1.5, -3.3, 0
- CN(CCOc1ccccc1)CC(=O)Nc1cccc(C#N)c1
→ i, -6, 1, -5, 0, 4, 2, 0.3, -1.1, 10
- CC(=O)Nc1ccc(CCc2nc3ccccc3[nH]2)cc1
→ i, -1, -1, -5, -2, -1, 3, -0.4, -1.4, -24
- COc1ccc(C(=O)NCc2nnc(SCC(=O)Nc3nnc(C)s3)o2)cc1OC
→ i, -11, 0, -2, 1, 0, 2, 0.1, -2.3, -5
- COc1cc(-c2cc(C(=O)O)c3cc4ccccc4cc3n2)cc(OC)c1OC
→ i, x, 3, 1, 2, 12, 2, 0.5, -2.2, -15
- CCCCc1cc(=O)oc2cc(OCC(=O)NCC3CCC(C(=O)O)CC3)ccc12 (stereo not drawn)
→ i, 1, 0, 3, -2, 7, -2, -1.2, -2.5, -2
- O=C(CN1CCC(O)(c2ccccc2)CC1)Nc1ccc2c(c1)OCCO2
→ i, -7, 2, -7, 0, 0, 0, -0.4, 1.5, 7
- CC(NC(=O)CNC(=O)c1sc2ccccc2c1Cl)c1ccc(S(N)(=O)=O)cc1 (stereo not drawn)
→ i, -9, -1, -1, -1, -4, 4, -0.2, 1.2, 14
- CCCNC(=O)c1cc2cc([N+](=O)[O-])ccc2s1
→ i, 1, 0, 1, 0, -21, 8, -0.3, 0.6, -1
- O=[N+]([O-])c1ccc(NC(=S)N2CCN(c3ccc(F)cc3)CC2)cc1
→ i, 1, 8, 1, -4, -5, -1, -0.2, 1.2, -91
- COc1ccc(C(=O)O)cc1NC(=S)NC(=O)CSc1ccc(Cl)cc1
→ i, -9, 2, -3, -1, 4, 1, 0.1, 1.2, 40*
- O=C(C[C@H]1C/C=C\C[C@@H](Cc2ccc(F)cc2)C(=O)OC[C@H]2CCCN2C1=O)N[C@@H](CO)Cc1ccccc1
→ i, -2, 0, -3, -3, 6, -3, -0.1, 1.0, 2
- COc1ccc2c(COC(=O)CNS(=O)(=O)c3ccc(C)c(C)c3)cc(=O)oc2c1
→ i, -11, -1, 15, -4, -9, 1, -0.2, 1.2, 6
- Cc1nn(CC2CC2)c(=O)n1-c1ccc(Cl)cc1
→ i, -7, -1, 0, 5, 7, 3, -1.4, -1.4, -5
- Cc1cc(/C([O-])=C(/C(=S)Nc2ccccc2)[n+]2ccccc2)c(C)n1-c1ccccc1
→ i, 5, -3, 12, -12, -4, 7, -0.9, 1.0, -21
- OCC1(Cc2cccc(Cl)c2)CCCN(Cc2ccc(F)c(F)c2)C1 (stereo not drawn)
→ i, -10, 3, -4, 1, 10, -1, -0.2, 4.5, 6
- COc1ccc(N2CCN(C(=O)c3ccc(C)cc3Cl)CC2)cc1
→ i, -1, -3, 8, -1, 0, -5, -0.2, -0.2, 5
- Cc1ccc(C)c(N2CCN(C(=O)C3CCN(c4nnc(N5CCCC5=O)s4)CC3)CC2)c1
→ i, 4, 0, 13, -5, 2, 0, 0.0, 1.1, -13
- CCn1ccnc1CN1CCc2c([nH]c3ccccc23)C1C1CCCCC1 (stereo not drawn)
→ i, -11, 1, -2, -5, -1, -2, 0.3, -0.9, 0
- Cn1c2c(c(=O)[nH]c1=O)C(c1cccc(O)c1)C1=C(N2)c2ccccc2C1=O (stereo not drawn)
→ i, -2, 0, 4, -1, -12, -9, -0.1, 0.5, 13
- CCc1nc2c(OCc3ccccc3)cccn2c1N(C)C(=O)c1ccc(OC)cc1
→ i, x, -2, 0, -2, -1, 5, -0.3, -1.7, 2
- C/C(=N\O)c1ccc(Cl)cc1Cl
→ i, -11, 2, -10, 1, 7, 1, -0.2, -2.6, -6
- CCCc1cc(C(=O)NCCc2ccccc2)no1
→ i, -5, -2, 3, -4, 0, -1, -0.2, 0.7, 4
- CCNC(=O)/C(=C/c1ccc2c(c1)OCO2)NC(=O)c1ccc(Br)cc1
→ i, -7, 1, -3, 0, -10, 0, -0.2, -0.8, -1
- Oc1ccc(/C=N/NC(=S)NCCN2CCOCC2)c(O)c1
→ i, -2, 3, 4, -3, -2, 11, -0.2, -2.0, 29
- CC(C)Oc1cccc(-c2nnc(SCC(=O)Nc3ccc4c(c3)OCCO4)n2N)c1
→ i, 0, -2, 9, 0, 2, -3, -1.1, -0.4, -8
- COc1ccc2nc(NN=C(C)c3ccccn3)cc(C)c2c1
→ i, 5, 0, -2, 0, -19, -2, -0.1, 3.9, -3
- O=C(Nc1ccc2c(c1)OCO2)N1CCC(CO)(CC2CCCCO2)CC1 (stereo not drawn)
→ i, -6, 0, 4, 2, 1, 0, 0.4, 2.1, -8
- CCc1ccc(CNC(=O)c2ccc(OC3CCN(C(=O)COC)CC3)cc2)nc1
→ i, -8, 0, -6, 0, -2, 0, -0.3, 0.1, 8
- Nc1ccc(CCCC(=O)NCc2cccnc2)cc1
→ i, x, 0, -4, -9, 2, -3, 0.0, 3.7, 6
- COc1ccc(S(=O)(=O)n2cccc2)c(OC)c1
→ i, -2, 0, -3, 1, 6, -1, 0.0, -0.7, -1
- O=[N+]([O-])c1ccccc1Oc1ccccc1Cl
→ i, -5, -4, 1, -1, -11, 0, 0.2, -0.5, 12
- COc1ccc(NC(=O)Cn2cccc2)cc1Cl
→ i, -6, -4, -3, -8, 3, -2, 0.5, -1.0, -11
- Nc1nc2c(nc(N3CCCCC3)n2[C@@H]2O[C@H](CO)[C@@H](O)[C@H]2O)c(=O)[nH]1
→ i, -9, -2, 0, 0, -4, 2, -0.5, -1.8, 8
- CCOc1nc(NC(=O)NS(=O)(=O)Oc2ccccc2Cl)nc(-c2ccccc2)n1
→ i, -3, 2, 1, -5, 0, 4, -1.2, 0.9, -6
- COC(=O)/C=C1/SC(=NC(=O)c2ccc(Cl)cc2)NC1=O
→ i, -6, -1, 6, -1, 2, 3, -0.6, 0.8, 14
